ZTA DNA inh – counter-screen for EBNA-1 inhibitors: inhibitors of Epstein-Barr virus ZTA | P03206 | ZTA-DNA binding, fluorescence polarization | inhibition, % at 11 µM | 320,000 compounds, 0.15% hits; in the data active means inhibition above about 33%
PAFAH2 inh – PAFAH2 enzyme inhibitors, primary screen, biochemical, fluorescence polarization, human | Platelet-activating factor acetylhydrolase 2, cytoplasmic (Homo sapiens), Q99487 | recombinant PAFAH2, FP-rhodamine activity probe | inhibition, % at 3.39 µM | 340,000 compounds, 0.99% hits | AID 492956, 2010;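 active means inhibition above the mean over all tested compounds plus 3 SD, cut at about 30% in these data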;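 further: inhibitors block probe labeling of enzyme so polarization drops; 0% = enzyme with DMSO and 100% = wells lacking PAFAH2 protein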
LYPLA2 inh – LYPLA2 inhibitors, primary screen, counter-screen for PME1 inhibitor project, biochemical, fluorescence polarization, FP-Rh probe ABPP; 320,000 compounds, 0.38% hits; inhibition, % at 5.9 µM; AID 2177, 2009; recombinant LYPLA2;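 active means inhibition above the screen-wide mean plus 3 SD, limit set per campaign, cut at about 26% in these data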;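 further: 0% = LYPLA2 with DMSO and 100% = wells lacking LYPLA2 enzyme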
Target sequence (O95372 whole entry, looked up): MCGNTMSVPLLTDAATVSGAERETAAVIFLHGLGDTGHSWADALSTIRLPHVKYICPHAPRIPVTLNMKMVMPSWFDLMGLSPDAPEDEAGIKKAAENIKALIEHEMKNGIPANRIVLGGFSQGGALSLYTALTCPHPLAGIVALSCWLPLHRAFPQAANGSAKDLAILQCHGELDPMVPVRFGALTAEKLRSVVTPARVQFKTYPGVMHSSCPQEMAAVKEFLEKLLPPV
PREPL inh – PREPL enzyme inhibitors, primary screen, biochemical, fluorescence polarization; Prolyl endopeptidase-like (Homo sapiens), Q4J6C6; recombinant PREPL, fluorescence polarization activity-based probe; inhibition, % at 5.96 µM; 320,000 compounds, 0.68% hits; in the data active means inhibition above about 43%;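 further: 0% = enzyme with DMSO and 100% = wells lacking enzyme; many of its hits are not listed in these tables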
GSTO1 inh – inhibitors of recombinant GSTO1, primary screen, counter-screen for RBBP9 inhibitor project, biochemical, fluorescence polarization; inhibition, % at 5.96 µM; Glutathione S-transferase omega-1 (Homo sapiens), P78417; AID 1974, 2009; 300,000 compounds, 1.1% hits; activity-based probe fluorescence polarization;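 active means inhibition above the campaign mean inhibition plus 3 SD, cut at about 35% in these data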;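 further: 0% = GSTO1-1 with DMSO and 100% = wells lacking GSTO1-1 enzyme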
EBNA-1 inhibitor – EBNA-1 DNA-binding inhibitors, primary screen, biochemical, fluorescence polarization. inhibition, % at 14.8 µM. 300,000 compounds, 0.34% hits. AID 1950, 2009; in the data active means inhibition above about 28%
LYPLA1 counter – LYPLA1 inhibitors, primary screen, counter-screen for PME1 inhibitor project, biochemical, fluorescence polarization, FP-Rh probe ABPP; Acyl-protein thioesterase 1 (Homo sapiens), O75608; recombinant LYPLA1; inhibition, % at 5.9 µM; 320,000 compounds, 0.16% hits; AID 2174, 2009;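 active means inhibition above the mean of all tested compounds plus 3 SD, set per campaign, cut at about 14% in these data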;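 further: inhibitors block serine hydrolase probe labeling of LYPLA1 so polarization falls; 0% = enzyme with DMSO and 100% = wells lacking LYPLA1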
Target sequence (O75608 whole entry, looked up): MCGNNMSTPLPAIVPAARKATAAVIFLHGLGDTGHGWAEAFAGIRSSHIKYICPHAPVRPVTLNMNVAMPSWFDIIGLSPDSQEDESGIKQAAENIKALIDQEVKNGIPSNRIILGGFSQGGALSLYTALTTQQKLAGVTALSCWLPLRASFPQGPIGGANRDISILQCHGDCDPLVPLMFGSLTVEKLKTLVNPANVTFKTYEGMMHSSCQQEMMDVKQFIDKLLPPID
PAFAH1B3 inh – PAFAH1B3 enzyme inhibitors, primary screen, biochemical, fluorescence polarization, human. Platelet-activating factor acetylhydrolase IB subunit alpha1 (Homo sapiens), Q15102. recombinant PAFAH1B3, FP-rhodamine probe. inhibition, % at 3.39 µM. 340,000 compounds, 0.28% hits;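 active means inhibition above the screen-wide average of all tested compounds plus 3 SD, cut at about 25% in these data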;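 further: 0% = enzyme with DMSO only and 100% = wells lacking PAFAH1B3 protein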
PAD4 FP inh – human PAD4 inhibitors, primary screen, biochemical, fluorescence polarization, 1536-well format; AID 485272, 2010; recombinant PAD4, RCA probe fluorescence polarization; 330,000 compounds, 0.41% hits; inhibition, % at 6.36 µM;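 active means percent inhibition above a cutoff equal to the mean of all tested compounds plus 3 SD, cut at about 15% in these data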;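 further: 0% = PAD4 with RCA probe and DMSO and 100% = probe without PAD4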
Target sequence (Q9UM07 whole entry, looked up): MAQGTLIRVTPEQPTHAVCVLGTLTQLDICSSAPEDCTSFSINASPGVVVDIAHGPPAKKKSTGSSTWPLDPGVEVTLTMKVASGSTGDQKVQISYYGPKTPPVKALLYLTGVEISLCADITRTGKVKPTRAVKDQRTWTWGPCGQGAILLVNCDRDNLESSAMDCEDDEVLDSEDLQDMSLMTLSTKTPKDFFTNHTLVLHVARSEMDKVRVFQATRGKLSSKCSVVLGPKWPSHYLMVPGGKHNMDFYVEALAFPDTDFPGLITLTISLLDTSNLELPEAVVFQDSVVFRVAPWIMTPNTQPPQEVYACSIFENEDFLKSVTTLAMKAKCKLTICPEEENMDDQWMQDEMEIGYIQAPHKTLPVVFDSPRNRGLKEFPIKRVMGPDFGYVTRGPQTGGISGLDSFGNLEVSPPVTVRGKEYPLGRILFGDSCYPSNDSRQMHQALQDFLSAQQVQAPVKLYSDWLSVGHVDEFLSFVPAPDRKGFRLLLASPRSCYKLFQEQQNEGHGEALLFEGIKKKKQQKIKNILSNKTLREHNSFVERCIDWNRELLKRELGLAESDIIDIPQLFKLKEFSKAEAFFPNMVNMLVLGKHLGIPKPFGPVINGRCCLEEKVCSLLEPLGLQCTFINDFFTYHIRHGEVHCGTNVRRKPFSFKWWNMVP
* marks the source's active call; other numbers are inactive results; / = no result given. A portion of the library; count on the stated rates, not on these rows.

SMILES	ZTA DNA inh	PAFAH2 inh	LYPLA2 inh	PREPL inh	GSTO1 inh	EBNA-1 inhibitor	LYPLA1 counter	PAFAH1B3 inh	PAD4 FP inh
O=C(Nc1cc(S(=O)(=O)N2CCOCC2)ccc1N1CCCC1)C1CC1	-2	0	3	2	11	0	-3	0	0
COc1ccccc1CNC(=O)C1CC(c2ccccc2F)=NO1 (stereo not drawn)	13	-4	2	-18	4	-11	1	3	-4
CCc1nnc(NC(=O)c2cc(Cl)ccn2)s1	-2	-1	1	10	3	-14	1	-1	-2
Cn1cc(C(=O)c2ccc(Cl)cc2Cl)cc1C=O	13	6	1	4	14	12	6	13	-4
O=C(NCCc1ccccc1)C1CCN(C(=O)c2ccc(F)cc2)CC1	10	-2	-4	-7	-7	4	-1	7	-1
C[C@H](NC(=O)c1ccco1)C(=O)Nc1ccc(S(=O)(=O)N2CCCC2)cc1	-19	6	7	6	4	7	4	1	-2
CN(C)c1ccc(C(C(=O)NC2CCCC2)N(C(=O)c2csnn2)C2CC2)cc1 (stereo not drawn)	-12	5	4	6	-5	4	4	-2	1
O=C(NCc1ccc2c(c1)OCO2)C(=O)NCC1OCCN1S(=O)(=O)c1ccc(Cl)cc1 (stereo not drawn)	-4	8	1	4	-1	-7	-2	5	0
NC(=O)C(CC(=O)O)NC(=O)[C@@H]1CCOc2c(I)cc([N+](=O)[O-])cc2C(=O)N[C@@H](CCC(=O)O)C(=O)N[C@@H](CO)C(=O)N1 (stereo partly drawn)	-14	/	3	14	17	-7	0	/	-4
COc1ccc(CN2CCN(Cc3ccco3)CC2)cc1	-10	-5	-2	4	15	-7	-4	9	0
Cc1ccc(NC(=O)Cn2cccc2)c(Br)c1	-22	-2	8	20	7	-11	4	5	0
Cc1ccc(NC(=O)CC2SC(=O)NC2=O)cc1 (stereo not drawn)	5	-1	-8	-4	11	5	-4	4	-5
Cc1[nH]c2ccccc2c1SCC(=O)N1CCOCC1	4	0	0	5	5	5	2	-1	1
O=C(O)C1CCCCC1C(=O)NC1CCCCC1 (stereo not drawn)	8	1	-8	18	-3	0	1	-2	2
Cc1onc(-c2c(F)cccc2Cl)c1C(=O)OCc1cnc(Cl)s1	1	-5	0	1	-4	7	1	-4	0
COCCSc1ccccc1C(=O)N1CCCC1	3	0	-1	6	9	8	1	11	3
O=S(=O)(c1ccc(OCC2CO2)cc1)c1ccc(OCC2CO2)cc1 (stereo not drawn)	5	-1	3	0	92*	-5	1	8	2
O=C(COc1ccc(OCc2ccccc2)cc1)NC1CCOC1=O (stereo not drawn)	0	0	0	23	-2	-17	0	4	-6
O=S(=O)(c1cccc(C(F)(F)F)c1)N1CCN(c2ccccc2)CC1	-12	5	0	-11	2	-16	1	8	-3
CCc1ccc(-c2nc(CSCC(=O)N3CCN(c4ccccn4)CC3)c(C)o2)cc1	-11	-1	12	7	-1	0	2	3	-7
Cc1ccc(OC(=O)c2ccc(S(=O)(=O)N(C)C)cc2)c(-n2nc3ccccc3n2)c1	-1	-7	-3	-10	4	-2	-2	4	-3
COc1ccc(/C=C/C(=O)NCc2ccccn2)cc1	-8	6	0	8	-4	3	2	0	-3
O=C(c1ccc(COc2ccccc2Br)cc1)N1CCCCC1	10	5	-2	16	-7	1	-1	8	3
COC(=O)N1CCN(S(=O)(=O)c2ccc(F)cc2)CC1	-6	-8	1	4	-3	7	0	8	1
CN(C)S(=O)(=O)c1cccc(NC(=O)CCCc2nc3ccccc3c(=O)[nH]2)c1	12	1	3	6	-2	3	2	3	29*
Following part.
SMILES	ZTA DNA inh	PAFAH2 inh	LYPLA2 inh	PREPL inh	GSTO1 inh	EBNA-1 inhibitor	LYPLA1 counter	PAFAH1B3 inh	PAD4 FP inh
COc1cccc(Oc2nc3ncn(Cc4ccccc4)c3c(=O)n2C)c1	4	6	-2	-1	-5	6	-2	4	2
Cc1c(CN2CCN(c3cccc(C(F)(F)F)c3)CC2)c(=O)n(-c2ccccc2)n1C	4	-1	3	2	-2	4	-1	-2	3
Cc1ccc(CNC(=O)c2cc(Cl)cc(Cl)c2)n1C	5	6	-11	0	-5	-1	-5	3	1
N#Cc1ccccc1COC(=O)CCC(=O)c1cccs1	-8	2	-4	3	/	/	-4	5	1
COc1ccc(N2C(=O)C3CCCN3C2c2ccc(C)cc2)cc1 (stereo not drawn)	10	1	-4	0	4	-6	3	7	-4
CC(=O)N1CCN2C(=O)C1CCCC(=O)c1cc(C3CCCCC3)ccc12 (stereo not drawn)	-2	-9	3	-6	-4	-4	1	1	-1
N#CCC(=N)N1CCN(c2ccccc2Cl)CC1	1	2	-4	-5	-1	-7	-3	-9	-3
CCn1c(SCC(=O)Nc2ccc3c(c2)oc2ccccc23)nnc1-c1ccc(N)cc1	11	0	-15	23	-16	-1	-6	2	-2
CCC1(C)Cc2ccccc2-c2nc3n(c(=O)c21)CC(C(=O)O)S3 (stereo not drawn)	-7	3	-4	1	-5	11	-1	4	2
CCn1c(SCC(=O)NCC2CCCO2)nnc1-c1ccccc1OC (stereo not drawn)	19	-3	-5	1	/	/	-2	8	2
Cc1ccc(C)c(OCc2cc(C(=O)N3CCN(c4ccccc4)CC3)no2)c1	4	1	11	-9	-1	1	0	-3	-4
CCCN1CCN(C(=O)c2cc(COc3ccc(F)cc3F)on2)CC1	-3	5	5	17	0	2	-4	11	5
O=C(CN1CCC(C(=O)c2ccc(F)cc2)CC1)Nc1ccc(F)cc1	-1	4	8	3	-3	-3	0	1	0
COc1ccccc1Nc1nc(N)nc(CN2CCC(Cc3ccccc3)CC2)n1	18	-7	4	33	-5	6	-1	-6	2
CCSC1=NC2(CCCCC2)Nc2sc3c(c21)CCCC3	5	-1	4	43	2	-8	-2	2	-2
CCN(CC(=O)Nc1ccc(NC(C)=O)cc1)C(=O)c1cc(CN2C(=O)c3ccccc3C2=O)ccc1OC	-7	8	2	-3	4	-2	1	9	-2
CCO[C@@H]1OC(C(=O)O)=C[C@H](c2csc3ccccc23)[C@H]1CCCO	-16	6	-7	2	10	7	-1	-3	4
CC(=O)c1cccc(NC(=S)N2CCC(Cc3ccccc3)CC2)c1	-2	4	-7	1	-8	-7	-2	-3	-5
CCOC(=O)C1(Cc2cccc(Cl)c2)CCCN(C(=O)c2cccnc2)C1 (stereo not drawn)	-6	15	-6	10	5	-3	-5	9	1
CCCC(C(=O)NCCC(C)C)N(Cc1ccc(F)cc1)C(=O)c1snc(C(N)=O)c1N (stereo not drawn)	10	3	-2	-6	4	3	1	2	0
CC(C)c1nc(SCC(=O)Nc2nccs2)c2ccccc2n1	10	-22	9	0	-1	-2	1	0	4
CC1CN(C(=O)c2ccc(COc3ccc4ccccc4c3)o2)CC(C)O1 (stereo not drawn)	22	1	4	38	-1	2	0	4	-8
CCOc1ccc(N2C(=O)CC(Sc3nccc(C)n3)C2=O)cc1 (stereo not drawn)	-20	5	2	-2	3	-17	0	1	-1
CCc1nnc(NC(=O)CSc2nnc(CSc3nc(C)cc(C)n3)n2C)s1	1	3	-5	-1	5	1	-1	9	-2
O=C(Cc1csc(NC(=O)Nc2cccc(Cl)c2)n1)NC1CCCC1	-14	-7	-12	1	-8	-3	-5	4	-3

Single records, as listed above. Order of screens: ZTA DNA inh | PAFAH2 inh | LYPLA2 inh | PREPL inh | GSTO1 inh | EBNA-1 inhibitor | LYPLA1 counter | PAFAH1B3 inh | PAD4 FP inh
CCn1c(SCC(=O)NCC2CCCO2)nnc1-c1ccccc1OC (stereo not drawn) is listed as 19 | -3 | -5 | 1 | / | / | -2 | 8 | 2
COc1ccc(CN2CCN(Cc3ccco3)CC2)cc1 is listed as -10 | -5 | -2 | 4 | 15 | -7 | -4 | 9 | 0
CC(=O)c1cccc(NC(=S)N2CCC(Cc3ccccc3)CC2)c1 is listed as -2 | 4 | -7 | 1 | -8 | -7 | -2 | -3 | -5
CCc1nnc(NC(=O)CSc2nnc(CSc3nc(C)cc(C)n3)n2C)s1 is listed as 1 | 3 | -5 | -1 | 5 | 1 | -1 | 9 | -2

Other compounds:
SMILES	ZTA DNA inh	PAFAH2 inh	LYPLA2 inh	PREPL inh	GSTO1 inh	EBNA-1 inhibitor	LYPLA1 counter	PAFAH1B3 inh	PAD4 FP inh
COc1ccc(S(=O)(=O)N2CCCCCC2)cc1C(=O)N(C)CC(=O)Nc1ccccc1C(F)(F)F	-9	3	1	4	/	/	1	7	-2
COc1cc(OC)c(Cl)cc1N	-17	5	4	26	3	-19	3	5	-14
FC(F)(F)c1cccc(OCC2CNC(=S)O2)c1 (stereo not drawn)	24	3	10	-18	4	0	-1	3	2
Cc1ccccc1SCCNC(=O)c1ccccc1Br	-6	0	0	-3	3	2	-3	-4	-4
CCCNC(=S)Nc1ccc(Br)cc1	-6	-7	11	8	3	0	2	7	5
CCCCCc1cc(=O)oc2c(C(CCN(CC)CC)c3ccc(OC)cc3)c(OC)cc(OC)c12 (stereo not drawn)	-4	1	-6	20	-3	-13	-1	11	-6
Cn1c(=O)n(C)c2cc(/C=C3/SC(=O)N(CC(=O)N4CCOCC4)C3=O)ccc21	1	-8	3	-6	1	4	-4	-4	-6
CCCC[C@@H](CNC)NC[C@H](NCCCCC1CCCCC1)C(C)C	2	-16	-1	27	1	1	-2	-3	3
Cc1ccc(C(=O)N/C(=C/c2ccco2)C(=O)O)cc1	-16	7	-3	1	18	-10	-2	4	0
CCC1(C(=O)OC)CCc2c(cc(OC)c3ccccc23)C1=O (stereo not drawn)	-10	1	-11	-5	-10	-1	-3	1	-1
CC(=O)NCC(=O)N1CCCC(C(=O)c2ccc(Oc3ccccc3)cc2)C1 (stereo not drawn)	-7	4	4	5	-5	-4	0	12	-3
COc1ccc(OCC(=O)N2CCN(C(=O)COc3ccccc3)CC2)cc1	-8	8	2	-2	-2	2	2	2	3
FC(F)(F)c1cccc(Oc2nc(-c3ccccc3)nnc2C(F)(F)F)c1	-20	1	8	10	5	-7	4	5	-4
COc1ccc(-n2cc(-c3ccccc3)c3c(N4CCN(CCO)CC4)ncnc32)cc1	0	-1	18	28	1	-1	6	-1	-2
CC(C)Oc1ccc(C(=O)OCC(=O)NCCNC(=O)COC(=O)c2ccc(OC(C)C)cc2)cc1	-1	1	-1	5	-1	4	1	11	-4
CN(C)CCCNc1ccc(-c2nn(C)c(=O)c3ccccc23)cc1[N+](=O)[O-]	12	4	-1	-19	2	0	1	8	-3
NC(=O)CSc1nc2ccccc2c(=O)n1CCc1ccccc1	15	-3	-4	-10	2	1	-2	8	-3
Cc1ccc(N(CC(=O)Nc2ccc(C)cn2)S(=O)(=O)c2c(C)nn(C)c2C)cc1	-8	-6	16	5	36*	-3	16*	7	49*
COC(C/C=C/C(=O)[C@H](C)OCc1ccccc1)OC	18	4	0	3	-2	9	0	-3	-1
O=C(OCc1cc(=O)n2ccsc2n1)C1(c2ccc(Cl)cc2)CC1	-4	10	-3	-8	/	/	0	-4	-1
CC1CCc2sc3ncnc(N4CCN(CCO)CC4)c3c2C1 (stereo not drawn)	-13	6	4	0	-3	-5	0	15	-1
CC(C)[C@H](NC(=O)Nc1ccc(Oc2ccccc2)cc1)C(=O)O	8	10	0	16	8	1	-1	8	1
Cc1ccc(NC(=S)N(Cc2ccc(Cl)cc2)Cc2ccc(C(=O)O)cc2)cc1Cl	5	1	-9	-4	-21	-10	-1	1	-2
Cc1ccc(NC(=S)N(Cc2cccc(Br)c2)CC2CCC(C(=O)O)CC2)cc1 (stereo not drawn)	9	-8	2	2	-2	6	-3	-9	2
CCOc1ccc(NC(=O)COc2nsnc2N2CCCCC2)cc1	10	-5	-3	8	-7	-2	-4	1	-3
